Bioassay records from PubChem.
CXXC DNA block = blocks binding of human MLL CXXC domain to DNA; Q03164; MLL-CXXC / FITC-HOXA9 DNA fluorescence polarization; 290,000 compounds, 0.037% hits; Potency, µM (highest dose often 115 µM), for the others: top-dose activity change, negative = inhibition, actives largely listed as inhibitors; active = well fitted inhibition curve with a large enough effect in the polarisation, with a control signal flat, not every such curve was filed as active; inconclusive = small, poorly fitted or top-dose-only effect, or effect the other way, or a change in a side signal; inactive = no such curve, though single readings can be large or run the other way; the % refers to the polarisation; also: potency is read from the fitted curve at half-maximal effect
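Steps: dispense CXXC domain solution (7 uM) → pin compounds or unlabeled HOX-A9 DNA control → 5 min ambient → add FLSN-HOX-A9 solution (50 nM) → spin → 30 min ambient → fluorescence polarization. Tris pH 7.5/NaCl/DTT/BSA buffer.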
Menin-MLL TR inh = inhibitors of human menin-MLL interaction, mutant MLL peptide; O00255; Menin + Texas Red MLL mutant peptide, fluorescence polarization; 270,000 compounds, 0.23% hits; Potency, µM (titrated, usually from 61.6 µM), inactives show at the highest dose FP activity change, negative = inhibition, hits mostly inhibitors; AID 1768; active = well fitted inhibition curve with a large enough effect in the polarisation, with a control signal flat, not every such curve was filed as active; inconclusive = small, poorly fitted or top-dose-only effect, or effect the other way, or a change in a side signal; inactive = no such curve, though single readings can be large or run the other way; the % refers to the polarisation; also: potency is read from the fitted curve at half-maximal effect; % of control where 0% means no effect; many of its hits are not listed in these tables
USP2a block = blocks human ubiquitin-specific protease USP2a. USP2 core, Ub-CHOP2 coupled fluorogenic reporter, 485/531. Potency, µM (top dose mostly 38.3 µM), for the others: at the highest dose activity change, negative = inhibition, actives largely listed as inhibitors. 330,000 compounds, 0.01% hits. AID 463254;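 also: potency is read from the fitted curve at half-maximal effect; plate controls were DMSO wells for no effect and full inhibition by NEM control for full effect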
Target sequence (O75604 whole entry, looked up): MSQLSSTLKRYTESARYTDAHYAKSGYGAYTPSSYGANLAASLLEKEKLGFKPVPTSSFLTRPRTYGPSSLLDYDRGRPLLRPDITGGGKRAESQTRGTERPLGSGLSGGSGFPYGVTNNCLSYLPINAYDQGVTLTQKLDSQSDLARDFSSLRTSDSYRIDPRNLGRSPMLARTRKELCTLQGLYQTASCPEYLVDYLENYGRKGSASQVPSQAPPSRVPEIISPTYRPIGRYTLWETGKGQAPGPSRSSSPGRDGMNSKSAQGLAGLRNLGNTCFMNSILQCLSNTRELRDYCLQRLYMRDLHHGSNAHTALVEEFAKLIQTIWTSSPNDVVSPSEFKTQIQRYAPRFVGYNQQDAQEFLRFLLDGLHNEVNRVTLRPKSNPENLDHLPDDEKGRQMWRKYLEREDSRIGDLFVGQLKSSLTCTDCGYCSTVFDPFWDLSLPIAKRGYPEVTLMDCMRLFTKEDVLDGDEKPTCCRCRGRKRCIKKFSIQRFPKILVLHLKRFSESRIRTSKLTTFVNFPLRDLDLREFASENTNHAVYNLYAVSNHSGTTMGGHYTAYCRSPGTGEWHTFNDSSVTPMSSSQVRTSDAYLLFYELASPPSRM
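Deubiquitinase activity read as fluorescence (485/531 nm) after Ub-CHOP2 cleavage activates the enterokinase reporter on its substrate; USP2 core 10nM, Ub-CHOP2 and substrate 25nM each, 30min compound preincubation then 60min RT; data normalized to NEM, curves fitted.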
B2AR arrestin = recruits beta-arrestin to the human beta2-adrenergic receptor; beta-arrestin recruitment to beta2AR, cell-based reporter; Potency, µM (doses to about 46.1 µM), for inactives: at the top dose activation, actives largely listed as activators; P07550; 330,000 compounds, 0.02% hits; AID 492947;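 also: potency is read from the fitted curve at half-maximal effect; 0% = DMSO controls and full agonism = EC100 isoproterenol or metaproterenol; nearly all actives have a fitted effect of over 65% in size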
GALK inhibitor = galactokinase (human) inhibition | Potency, µM (series often up to 57.5 µM), without a hit: at the highest dose activity change, negative = inhibition, hits mostly inhibitors | 270,000 compounds, 0.007% hits | AID 1868 | P51570 | Purified GALK, Kinase-Glo residual ATP luminescence; also: potency is read from the fitted curve at half-maximal effect; % is scaled to controls: 0 for no effect and ±100 for the full control effect
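Kinase-Glo Plus luminescence measured ATP left after a 1 h room-temperature reaction. The reaction used 5 nM GALK, 100 uM galactose and 35 uM ATP at pH 8.0 (20 mM HEPES, 5 mM MgCl2, 60 mM NaCl, 1 mM DTT, 0.01% BSA).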
KCNH2 WT inh = inhibitors of human wildtype KCNH2 potassium channel; Q12809; U2OS, BacMam KCNH2, thallium flux FluxOr; active compounds read low; activity change, % at 1.84 µM; 340,000 compounds, 0.37% hits;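 active = maximum activity change below -70%; inconclusive = maximum activity change between -70% and -50%; inactive = maximum activity change above -50%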; also: % is scaled to controls: 0 for no effect and ±100 for the full control effect
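U2OS cells were transduced with wild-type KCNH2 virus (2.03 x 10^8 / mL) for 4 h at room temperature, then cultured overnight at 37 C. Thallium flux was read with FluxOr dye. Rate constants were normalized to DMSO controls.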
Giardia kill = Giardia lamblia killing | Giardia lamblia trophozoite viability | activity change, % at 7.66 µM, hits read low | 340,000 compounds, 0.15% hits; in the data active = activity change below about -80%; inconclusive = between about -30% and that limit;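 also: parasites exposed to compound for two days anaerobically before the ATP read; % is scaled to controls: 0 for no effect and ±100 for the full control effect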
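Luminescent ATP signal served as the viability read-out, measured 15-30 min after adding ATP detection reagent to trophozoites that had been incubated with compounds for 48 hrs at 37 deg C anaerobically at 100 cells/well.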
KCNH2 3.1 inh = inhibitors of human KCNH2 3.1 potassium channel isoform. U2OS KCNH2 3.1, thallium flux FluxOr; active compounds read low. activity change, % (tested at about 1.8 µM). 340,000 compounds, 0.95% hits. AID 720553;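 active = maximum activity change below -70%; inconclusive = maximum activity change from -70% to -50%; inactive = maximum activity change above -50%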;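 also: thallium influx rate constant from kinetic fluorescence after stimulation buffer; % is scaled to controls: 0 for no effect and ±100 for the full control effect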
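Measured as rate of thallium-driven FluxOr signal in transduced U2OS cells carrying the 3.1 channel, read kinetically for 2 min upon stimulation; values are rate constants scaled to DMSO control wells.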
PKM2 activator = increases activity of human pyruvate kinase M2; purified PKM2, Kinase-Glo ATP luminescence, activation; response scale: 0% is enzyme alone, no compound; Potency, µM (series often up to 57.5 µM), without a hit: top-dose activation, actives largely listed as activators; 260,000 compounds, 0.34% hits; AID 1631; also: potency is read from the fitted curve at half-maximal effect; % is scaled to controls: 0 for no effect and ±100 for the full control effect; nearly all actives have a fitted effect of over 55% in size
Target sequence (P14618 whole entry, looked up): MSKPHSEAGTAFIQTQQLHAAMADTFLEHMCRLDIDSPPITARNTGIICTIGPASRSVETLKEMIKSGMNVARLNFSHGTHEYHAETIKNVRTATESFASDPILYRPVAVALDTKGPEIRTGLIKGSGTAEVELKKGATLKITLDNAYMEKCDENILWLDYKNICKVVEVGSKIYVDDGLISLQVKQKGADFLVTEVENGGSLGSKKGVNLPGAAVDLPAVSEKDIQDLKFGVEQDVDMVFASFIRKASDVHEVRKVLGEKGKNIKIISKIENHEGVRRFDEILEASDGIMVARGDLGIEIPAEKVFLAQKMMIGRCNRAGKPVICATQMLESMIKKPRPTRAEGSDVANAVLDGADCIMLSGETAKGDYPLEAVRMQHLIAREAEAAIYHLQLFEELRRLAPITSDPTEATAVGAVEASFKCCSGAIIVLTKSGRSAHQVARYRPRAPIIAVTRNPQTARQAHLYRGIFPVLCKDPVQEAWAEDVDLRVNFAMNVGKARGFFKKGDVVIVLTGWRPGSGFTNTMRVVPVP
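ATP formation by purified human PK-M2, quantified via coupled luciferase luminescence after 1 h at room temperature with 0.1 mM ADP and 0.5 mM PEP final.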
TRPV1 ag = agonists of human vanilloid receptor 1 (TRPV1); Q8NER1; activation, % at 8.33 µM; TRPV1-expressing cells, Fluo-8 calcium influx, agonist mode; AID 540275; 320,000 compounds, 0.19% hits; in the data active = activation above about 80%; inconclusive = between about 30% and that limit; also: 0% is about no effect
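Cells expressing TRPV1 were dye-loaded with Fluo-8 and read kinetically: 10 s baseline, 3 min after compound (agonist portion), then 2 min after EC20 capsaicin (allosteric enhancer portion). Calcium-bound dye fluorescence at 480/520 nm.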
Coupling enz = coupling enzyme interference in Giardia aldolase counter-screen. activity change, negative = inhibition, % at 58.2 µM, hits read low. AID 2472. 290,000 compounds, 0.67% hits. coupling enzyme system counterscreen, AmpLite Red fluorescence; in the data active = activity change below about -30%; also: % is scaled to controls: 0 for no effect and ±100 for the full control effect
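Compounds tested against the coupling enzymes alone at 57.5 uM final; readout was AmpLite Red fluorescence (525/598 nm) after 20 min at RT.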
* marks the source's active call; other numbers are inactive results; ? = inconclusive; . = no result given; & = joins results of further samples; [ ] = another dose, or the depositor's remark. Unless noted, calls follow the shape of the dose curve; as a rule, active = well fitted curve in the direction sought with a large enough effect; inconclusive = small, poorly fitted or top-dose-only effect, or another doubt; inactive = no such curve, though single readings can be large; an effect the other way counts as inactive or inconclusive. Only part of the results is shown, so the mix of outcomes need not match the whole.

SMILES	CXXC DNA block	Menin-MLL TR inh	USP2a block	B2AR arrestin	GALK inhibitor	KCNH2 WT inh	Giardia kill	KCNH2 3.1 inh	PKM2 activator	TRPV1 ag	Coupling enz
CCCN(CC1CC1)C(=O)COC(=O)c1[nH]c(C)c(C(=O)OCC)c1C	-3%	-10%	1%	0.4%	4%	6	0	-4	2%	-4	0
CCNC(=O)C1CC(=O)N(c2ccc(OCC)cc2)C1 (stereo unspecified)	3%	-10%	-1%	0.0%	4%	0	-16	-18	-2%	-1	0
CCC(C)N1C(=O)S/C(=C/c2ccc(N3CCOCC3)cc2C)C1=O (stereo unspecified)	8%	-8%	4%	0.2%	.	6	24	-5	3%	8	-2
CC(C)c1ccc(N(C(=O)c2ccco2)C(C(=O)NC2CCCC2)c2ccncc2)cc1 (stereo unspecified)	-17%	-23%	2%	-0.1%	-2%	7	20	9	1%	27	0
CNC(=O)Oc1ccc2c(c1)[C@]1(C)CCN(C)[C@@H]1N2C	-1%&9%&-6%&19%	3%&1%&-4%&14%	0%&1%	-0.5%&0.4%	-1%	-2&3	10&-7	-3&-7	-4%&5%	0&3	0&-1
CC1=C(C(=O)Nc2ccc(Cl)cc2)C(c2ccco2)NC(=O)N1 (stereo unspecified)	-3%	7%	3%	-0.3%	-1%	-1	3	6	19%	3	4
Cc1cccc(-c2nc(CN3CCCC(C(=O)NC4CCC(C)CC4)C3)c(C)o2)c1 (stereo unspecified)	-7%	?	-1%	-0.1%	1%	10	6	-26	0%	5	-1
O=C(Cn1c(CN2CCCCC2)nc2ccccc2c1=O)Nc1ccccc1	2%	0%	0%	0.2%	0%	-7	4	2	1%	19	0
COc1ccc(-c2c(-c3ccc(OC)c(C)c3O)n[nH]c2C)cc1	-18%	?	-10%	6.0%	7%	-14	3	-20	1%[11.5 µM]	4	-2
CC1(NC(=O)C2CCN(C(=O)Nc3ccccc3)CC2)CCS(=O)(=O)C1 (stereo unspecified)	7%	.	2%	0.1%	-4%	-8	12	-24	0%	-1	.
N#Cc1c(-c2ccccc2)nc(SCC(=O)Nc2ccc(OC(F)(F)Cl)cc2)[nH]c1=O	?	?	-6%	-1.0%	1%	0	-9	19	.	-5	15
CCOCCCNC(=O)c1cc(Sc2nnc(C)s2)nc2ccccc12	-4%	.	0%	0.0%	10%	-2	-6	-7	-3%	2	2
C=CCn1c(O)c2ccc(C(=O)N=NC(=O)COc3ccc(OC)cc3)cc2c1O	-11%	0%	0%	-0.2%	1%	-28	3	-5	-2%	3	-2
CC(C)(C)OC(=O)C[C@H]1C/C=C\C[C@H](CC(=O)N[C@H](CO)Cc2ccccc2)C(=O)N[C@H](C(C)(C)C)COC1=O	.	.	-2%	-0.1%	.	8	3	4	.	.	.
COc1ccccc1-n1c(SCC(=O)Nc2ccccc2C)nc(O)cc1=O	-4%	16%	-2%	-0.2%	-1%	26	-9	0	1%	-2	2
CCOc1ccc(S(=O)(=O)N2CCN(C(=O)c3cc([N+](=O)[O-])ccc3N3CCOCC3)CC2)cc1	.	.	-2%	-0.2%	.	0	-4	2	.	0	.
COc1cccc(-n2nc(C(=O)N3CCN(Cc4ccccc4)CC3)c3ccccc3c2=O)c1	-2%	-9%	0%	0.1%	-2%	8	5	-8	2%	27	-8
COc1ccc(N2CCN(C(=O)NCc3cccc(OC)c3)CC2)cc1	-8%	4%	0%	0.0%	1%	0	21	6	6%	?	0
CS(=O)(=O)c1ccc(CNC(=O)[C@]2(C(F)(F)F)C[C@H](CCc3ccccc3)CCCO2)cc1	.	12%	.	.	.	-19	-4&4	-11	.	.	1
Cc1ccc2nc(N3CCN(C(=O)c4ccco4)CC3)c3nncn3c2c1	2%	.	2%	-0.1%	-1%	1	30[activator]	-10	.	-3	.
COc1ccc(N2CCN(c3oc(Cc4cccc5ccccc45)nc3C#N)CC2)cc1	1%	16%	-6%	-0.3%	2%	7	-1	-13	0%	9	.
COc1ccc(Cc2nnc(SCC(=O)Nc3ccc(C)cc3C)[nH]c2=O)cc1	.	.	4%	-0.1%	.	8	4	-2	.	0	.
CCOc1ccc(Nc2nc(Cc3nnc(SCC(=O)O)o3)cs2)cc1	-1%	?	-1%	-0.1%	-2%	-9	-17	-4	-7%	-4	-6
Cc1ccc(N(CC(=O)N2CCN(Cc3ccccc3)CC2)S(C)(=O)=O)cc1C	-4%	-9%	-1%	-1.0%	-6%	6	6	-17	-7%[11.5 µM]	1	2
Cc1cc(C)nc(Sc2ccc([N+](=O)[O-])cc2[N+](=O)[O-])n1	-5%	-17%	6%	-1.8%	1%	2	12	-2	1%	1	2
NC(=O)C1CCN(c2oc(-c3cccs3)nc2S(=O)(=O)c2ccc(Cl)cc2)CC1	.	.	9%	-0.2%	.	7	11	?	.	.	.
CC1CCN(CC(O)COc2ccc(C(=O)c3ccccc3)cc2)CC1 (stereo unspecified)	-5%	-25%	0%	-0.8%	2%	28	11	-7	-1%	-3	0
O=C1c2ccccc2C(=O)N1Cc1nc2ccccc2o1	9%	7%	7%	-0.5%	4%	-13	3	-4	5%	9	1
CC1(C)CC(=O)C(N=Nc2ccc(S(=O)(=O)N3CCOCC3)cc2)=C(O)C1	-2%	.	0%	3.3%	4%	-5	14	12	-7%	-5	-1
CCc1nc2ccc(C(=O)N(C)CC(=O)Nc3ccc(Cl)c(C(F)(F)F)c3)cc2nc1CC	.	.	0%	2.8%	.	-10	9	5	.	11	.
CCn1c2ccccc2c2cc(NC(=O)c3cccc(OC)c3OC)ccc21	21%	?	-1%	0.4%	-1%	-9	2	-9	-9%	28	1
Cc1ccc(S(=O)(=O)NCC(=O)OCC(=O)N2CC(C)OC(C)C2)cc1 (stereo unspecified)	.	.	5%	-1.3%	.	8	-12	4	.	.	.
COc1cccc(NC(=O)Cc2ccc(C)cc2)c1	-14%	2%	2%	0.2%	0%	14	-3	-17	-8%	29	1
Cc1ccc(N2CCN(S(=O)(=O)c3ccc4c(c3)NC(=O)C(C)C(=O)N4)CC2C)cc1 (stereo unspecified)	.	-3%	1%	0.0%	.	4	4	-19	1%	-2	1
CS(=O)(=O)c1ccc2nc(N)sc2c1	9%	-8%	1%	-3.5%	0%	-5	-14	8	0%	1	5
CC1(C)Cc2nc3nc(SCC(=O)Nc4ccccc4)nc(N)c3cc2CO1	?	-3%	2%	-0.1%	0%	0	9	-7	7%	0	5
CC1=C(C#N)C(/C=N/OCc2ccc(F)cc2Cl)CC(=O)N1 (stereo unspecified)	14%	11%	4%	2.8%	2%	8	-12	-5	12%	-5	1
COCn1ccnc1C(O)(c1ccc(OC)cc1)c1ccc(OC)cc1	0%	0%	3%	-1.0%	3%	2	-3	1	2%	1	2
COc1ccc(N2CCN(C(=S)Nc3cccc(C)c3C)CC2)cc1	4%	.	1%	-0.4%	-2%	-9	-1	-12	-3%	.	1
O=[N+]([O-])c1cccnc1SCc1ccccc1	-8%	33%[activator]	-2%	0.2%	3%	14	-17	-3	.	21	1
CC(C)C[C@H](NC(=O)C1CCN(S(=O)(=O)c2ccccc2)CC1)C(=O)NCc1ccccn1	28%	.	0%	0.1%	0%	-13	-1	11	.	-3	.
COC(=O)[C@H]1C[C@H]1[C@@H](NC(=O)c1cccnc1)c1ccccc1	.	0%	.	.	.	-10	?	-6	.	.	5
CC(C)NC(=S)Nc1c(N)[nH]c(=O)[nH]c1=O	1%	.	3%	0.2%	8%	-1	-1	-10	-6%	0	0
Cc1ccc(NC(=S)N(Cc2cccs2)Cc2cc3cc(C)cc(C)c3[nH]c2=O)cc1	17%	-30%	2%	-0.3%	-1%	9	-9	10	-18%	-1	-3
Cn1c(=O)c(C(=O)CCl)c(N)n(CC2CC2)c1=O	21%	6%	0%	-1.8%	.	-21	-6	9	17%	-3	2
CCC(=O)Nc1ccc(NC(=O)CSc2nnc(-c3ccco3)n2C)cc1	1%	?	-1%	-0.9%	11%	-20	4	10	3%	2	0
CCOc1ccccc1NC(=O)CSc1nc2ccccc2nc1N1CCOCC1	.	-13%	3%	0.3%	.	-7	-15	-2	-3%	4	1
O=C(NCCS(=O)(=O)NCc1ccccn1)c1ccccc1	.	.	3%	0.0%	.	11	-10	-2	.	-3	.
Cc1ccc2c(C)nc(NC3=NCN(Cc4ccccc4)CN3)nc2c1	9%	-20%	0%	2.3%	-1%	.	.	.	-6%	-1	-2
CC1=NN(C(N)=S)C(=O)C1N=Nc1cccc(C)c1 (stereo unspecified)	-1%	.	8%	1.3µM*	-3%	3	-10	1	-5%	-4	-2
Cn1c(=O)c2c(nc(Oc3cccc(O)c3)n2C)n(C)c1=O	2%	?	0%	-0.5%	-3%	-10	-8	14	-2%	-1	-1
